PostGolgi ctrl: growth inhibition of yeast control strain, primary screen, counter-screen for post-Golgi transport modulator project. efflux-deficient yeast background strain, growth absorbance A615, 16 h. inhibition, % at 10 µM. hit rate 5% among 98,000. AID 738, 2007; in the data active = inhibition above about 30%
sEH act: soluble epoxide hydrolase activators, primary screen, biochemical, human sEH. activation, % at 2 µM. purified human sEH enzymatic activity, activator screen. hit rate 0.04% among 91,000. AID 717, 2007. Bifunctional epoxide hydrolase 2 (Homo sapiens), P34913; in the data active = activation above about 37%; also: values of inactives mirror those of a sister screen read the other way
Target sequence (P34913 whole entry, looked up): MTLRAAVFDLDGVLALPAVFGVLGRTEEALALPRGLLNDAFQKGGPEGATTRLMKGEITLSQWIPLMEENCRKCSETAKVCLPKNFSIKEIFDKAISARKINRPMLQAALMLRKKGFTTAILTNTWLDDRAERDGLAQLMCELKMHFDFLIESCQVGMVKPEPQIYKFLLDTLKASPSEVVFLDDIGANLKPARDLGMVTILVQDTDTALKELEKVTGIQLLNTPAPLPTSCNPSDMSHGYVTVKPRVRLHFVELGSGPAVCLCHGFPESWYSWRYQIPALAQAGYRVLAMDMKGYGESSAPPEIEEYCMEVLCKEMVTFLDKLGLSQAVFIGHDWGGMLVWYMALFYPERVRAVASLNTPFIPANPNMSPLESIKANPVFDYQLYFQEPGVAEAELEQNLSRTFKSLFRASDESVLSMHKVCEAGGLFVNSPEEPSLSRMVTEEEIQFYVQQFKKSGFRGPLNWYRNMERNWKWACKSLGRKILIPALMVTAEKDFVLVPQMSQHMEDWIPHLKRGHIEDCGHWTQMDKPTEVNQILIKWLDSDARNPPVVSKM
S1P2 antag: human S1P2 receptor antagonists, primary screen, cell-based. cell-based S1P2 antagonist assay, inhibition at 5 uM. inhibition, % at 5 µM. hit rate 0.21% among 97,000. AID 736, 2007; in the data active = inhibition above about 45%;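 also: CRE beta-lactamase reporter cells expressing human S1P2 stimulated with S1P; 0% = agonist at EC80 alone and 100% = agonist plus reference antagonist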
Target sequence (O95136 whole entry, looked up): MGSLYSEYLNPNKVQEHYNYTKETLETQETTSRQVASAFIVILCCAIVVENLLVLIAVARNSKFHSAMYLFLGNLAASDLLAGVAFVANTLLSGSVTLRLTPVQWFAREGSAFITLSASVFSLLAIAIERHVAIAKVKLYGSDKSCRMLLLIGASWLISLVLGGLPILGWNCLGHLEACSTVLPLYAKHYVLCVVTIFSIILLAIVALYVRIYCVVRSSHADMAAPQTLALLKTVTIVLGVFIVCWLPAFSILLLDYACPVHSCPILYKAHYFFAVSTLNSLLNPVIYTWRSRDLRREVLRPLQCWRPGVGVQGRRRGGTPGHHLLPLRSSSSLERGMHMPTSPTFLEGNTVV
sEH inh: soluble epoxide hydrolase inhibitors, primary screen, biochemical, human sEH; hit rate 0.34% among 91,000; inhibition, % at 2 µM; recombinant human sEH enzymatic activity assay; in the data active = inhibition above about 80%; also: values of inactives mirror those of a sister screen read the other way; many of its hits are not listed in these tables
LYP act: LYP phosphatase activators, primary screen, biochemical, DiFMUP fluorescence, 2 µM; Tyrosine-protein phosphatase non-receptor type 22 (Homo sapiens), Q9Y2R2; recombinant LYP; 0 = plate median, 100 = signal doubled; activation, % at 2 µM; hit rate 0.11% among 96,000; AID 697, 2007;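 active = activation at 2 µM above a set limit, the mean plus 5 SD, cut at about 37% in these data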
Lung fibro prol: antiproliferative effect on LL 47 fibroblasts – human, LL 47 cells, CellTiter-Glo luminescence, primary screen. hit rate 1.1% among 85,000. LL 47 human lung fibroblast viability, ATP luminescence; hits give low values. viability, % at 10 µM;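 active = viability at or below 50% in the single dose screen; inactive = viability above 50%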;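 also: compound exposure lasted 72 h before the ATP readout; 100% = median luminescence of untreated cell-only wells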
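Times – overnight cell rest, 72 h compound treatment at 37 °C · Test system – human lung fibroblast line LL 47, low passage · Amount – 1,150 cells in each well · Controls – cell-only wells, no compound · Doses – 0.1% DMSO in all compound wells · Measured by – CellTiter-Glo luminescence · Buffer or medium – IMEM plus 15% FBS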
H69AR inhibit: proliferation blockers of H69AR lung cancer cells, primary screen, cell-based, human, 86K library. AID 598, 2007. hit rate 6% among 85,000. H69AR lung tumor viability, ATP luminescence, 72 h; hits give low values. viability, % at 10 µM;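 active = viability at or below 40%; inactive = viability above 40%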;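 also: multidrug resistant small cell line overexpressing MRP-1 efflux transporter; 100% = mean luminescence of untreated control wells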
HUVEC inhibit: inhibitors of HUVEC proliferation, primary screen, cell-based, 384-well | viability, % at 10 µM (by protocol) | hit rate 1.1% among 86,000 | AID 648, 2007 | CellTiter-Glo luminescence, 72 h; hits give low values;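 active = viability at or below 30%; inactive = viability above 30%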;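 also: 100% = median luminescence of DMSO-only cell control wells on each plate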
S1P2 ag: S1P2 receptor agonists, primary screen, cell-based. Sphingosine 1-phosphate receptor 2 (Homo sapiens), O95136. S1P2-expressing cell line, agonist reporter read-out. activation, % at 4.5 µM. hit rate 0.46% among 97,000. AID 729, 2007; in the data active = activation above about 16%;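 also: 0% = vehicle low control and 100% = maximal reference agonist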
* marks the source's active call; other numbers are inactive results; . = not tested or not shown. Not all compounds are listed. The share of hits here may be higher or lower than overall.

Results follow in this order: PostGolgi ctrl	sEH act	S1P2 antag	sEH inh	LYP act	Lung fibro prol	H69AR inhibit	HUVEC inhibit	S1P2 ag
Cn1c(CN2CCOCC2)nnc1SCC(=O)Nc1ccc2c(c1)OCCO2
    -0.3	9.0	-2.3	-9.8	-8.4	99.4	110.5	97.9	-0.1
COc1ccc(C(=O)/C=C/c2ccc(F)cc2)c(OC(=O)c2ccc([N+](=O)[O-])cc2)c1
    19.7	12.5	15.2	-9.4	3.7	.	.	.	-6.1
COC(=O)C1=C(C(=O)c2ccc(C)cc2)C(c2ccc(OC)c(OC)c2)n2nnnc2N1 (configuration not stated)
    1.3	-12.7	4.7	12.4	7.5	99.6	97.8	94.6	-5.2
COc1cc(-c2nc3cnccn3c2Nc2ccc(C(C)C)cc2)ccc1O
    19.3	0.3	-24.3	1.6	6.0	45.5*	0.5*	3.2*	-3.7
CC1=C(C#N)CCC(=O)N1Cc1c(C)cc(C)cc1C
    -15.1	2.5	20.1	-0.2	-4.9	.	.	.	-9.8
O=C(CN1CCC(n2nnc3cc(C(F)(F)F)ccc32)CC1)N1CCc2ccccc21
    15.8	.	1.6	.	23.9	93.4	75.5	96.4	1.5
O=S(=O)(c1ccc(N2CCCC2)cc1)C(F)(F)F
    7.9	-0.5	37.3	0.1	8.9	97.2	83.9	100.2	-7.2
COCCCNC(NC(=O)c1ccc(Cl)cc1)C(Cl)(Cl)Cl (configuration not stated)
    11.2	-5.9	-3.4	8.8	2.1	.	.	.	-6.8
O=C(Cn1nc(-c2ccccc2)ccc1=O)NCC1COCCO1 (configuration not stated)
    10.4	-9.7	6.0	12.8	-6.8	99.3	103.2	95.4	-0.7
C=CCn1c(SCC(=O)Nc2ccc3c(c2)OCCO3)nnc1-c1ccco1
    5.5	-8.9	16.2	9.0	1.2	105.8	88.7	109.1	-4.2
CCN(c1cccc(C)c1)S(=O)(=O)c1cnc[nH]1
    7.9	15.6	8.0	-16.1	2.4	105.4	97.5	96.4	-6.2
O=C1CN(C(=O)CSc2nnnn2-c2ccc(Cl)cc2)c2ccccc2N1
    9.1	5.2	18.4	-6.0	10.8	92.4	70.4	97.5	-2.0
CCOC(=O)c1cnc(SC)nc1Oc1cccc(NC(=O)c2ccc(C)cc2)c1
    -0.2	-3.3	3.7	3.8	-8.3	.	.	.	-6.8
O=C(CN(CCCN1CCOCC1)C(=O)Cn1nnc(-c2ccc(F)cc2)n1)NC1CCCCC1
    6.3	17.4	-3.4	-19.7	-8.5	104.4	91.1	101.4	-5.0
Cc1ccc(C(C(=O)NCc2ccco2)N(C(=O)CNC(=O)c2cccs2)c2ccc(C)cc2)cc1 (configuration not stated)
    3.4	8.3	19.3	-5.7	-4.1	.	.	.	-6.7
COc1ccc(CSc2nnc(Cc3sc(-c4ccccc4)nc3-c3ccccc3)o2)cc1
    11.9	-11.4	-1.6	12.5	2.9	95.3	88.3	102.9	-5.4
COC(=O)c1ccc(NC(=O)CN2C(=O)CNC2=O)cc1
    8.3	5.1	-1.0	-3.5	1.4	.	.	.	0.2
Clc1ccc(SCc2nc3ccccc3[nH]2)cc1
    4.8	-1.6	12.1	3.8	3.2	.	.	.	-5.4
CCc1nn(CC(=O)NCCN2CCN(C)CC2)c(=O)c2cc3occc3n12
    0.3	.	.	.	.	91.7	104.9	87.3	.
CC(C)(C)OC(=O)NCCCC(CCCNC(=O)OC(C)(C)C)C(=O)O
    -3.2	.	-4.2	.	-8.7	91.8	92.3	99.2	-4.8
CCOC(=O)c1c(NC(=O)c2ccccc2)sc2c(O)c(CN(CC)CC)ccc12
    22.4	.	21.0	.	-2.9	.	.	.	-5.7
Cc1nc(-c2ccccc2)sc1-c1nc(-c2ccncc2)ncc1S(=O)(=O)c1ccccc1
    28.5	-0.2	-11.9	-0.2	0.0	.	.	.	-4.6
CCCn1nnc(NC(=O)COc2ccc(CC)cc2)n1
    .	-12.6	-4.6	12.9	-12.2	97.6	95.5	88.4	-1.8
Cn1nc(C(=O)NCc2ccc(F)cc2)c2ccccc2c1=O
    0.0	-5.3	23.6	6.4	15.7	94.8	81.8	103.4	-11.4
CC(C)CC(NC(=O)C1CCCCC1)C(=O)NCc1ccccn1 (configuration not stated)
    21.8	.	.	.	.	100.9	81.3	101.0	.
COc1ccc(C(=O)Nc2cccc(/C(C)=N/NC(=O)c3ccc([N+](=O)[O-])cc3)c2)cc1OC
    6.8	-5.4	-14.7	5.4	-8.8	.	.	.	-2.8
CC1CN(C(=O)c2cc3c(s2)CCC3)CC(C)O1 (configuration not stated)
    22.8	-4.5	15.6	6.5	-10.7	111.6	89.6	108.9	-2.2
CCN(CC)S(=O)(=O)c1ccc(NC(=O)C2CCCO2)cc1 (configuration not stated)
    -7.0	12.5	7.2	-13.8	9.8	97.0	97.6	91.7	-1.7
O=C(c1ccco1)N1CCN(Cc2nnnn2CCc2ccccc2)CC1
    0.9	4.0	4.7	-5.4	5.5	109.0	95.5	95.2	1.1
Cc1nc(C(=O)N(C)C)nn1-c1cc(Cl)cc(Cl)c1
    1.4	-11.2	0.1	13.6	-4.0	.	.	.	-8.7
CCOC(=O)c1cc2n(c1/N=C/N(C)C)-c1ccccc1C2=O
    22.4	-9.9	-24.3	7.3	2.4	99.8	79.8	99.9	-4.1
COC(=O)C1=C(C)NC(=O)NC1c1ccc(OCC(=O)N2CCCCC2)cc1 (configuration not stated)
    10.8	3.3	-5.9	-3.8	11.5	98.9	93.2	95.6	-1.5
COC(=O)c1ccc(NC(=O)CCN2CCN(CCC(=O)Nc3ccc(C(=O)OC)cc3)CC2)cc1
    .	3.6	-5.8	1.4	6.9	98.0	73.8	66.6	-5.0
CN(C)S(=O)(=O)c1ccc(NC(=O)c2ccc(Br)o2)cc1
    -7.5	-11.4	-11.7	9.3	-2.9	99.4	69.5	95.2	-2.3
N#CC1=C(N)n2c(s/c(=C\c3ccco3)c2=O)=C(C#N)C1c1ccco1 (configuration not stated)
    11.3	1.9	-3.7	-6.4	-1.0	92.2	38.5*	74.6	-3.2
O=C(Nc1ccc(Cl)c(Cl)c1)OCc1cccnc1
    4.6	.	-10.9	.	1.7	97.7	93.7	81.1	4.0
CC(=O)C1C(c2cn(-c3ccccc3)nc2-c2cccs2)NC(=O)NC1(O)C(F)(F)F (configuration not stated)
    22.1	-5.6	-2.6	3.5	6.9	95.6	95.9	93.3	-6.7
Cc1ccc2cc3cc(C(=O)NCCCN4CCc5ccccc5C4)oc3nc2c1
    13.2	1.8	31.7	-4.2	-7.4	101.2	61.3	85.5	-4.3
COc1cccc(C2CN(c3ccc(F)cc3F)N=C2c2cccs2)c1OC (configuration not stated)
    .	23.3	-50.3	-23.5	28.1	86.2	80.8	108.2	44.1*
Cc1ccc(C(=O)NCC(=O)N2CCN(c3ncccn3)CC2)s1
    -1.9	-10.1	-9.9	9.4	-4.4	96.8	82.5	110.7	-4.4
O=S(=O)(Cc1ccccc1)N1CCN(C2Cc3ccccc3C2)CC1
    10.4	-0.9	-4.9	0.0	0.4	102.6	88.3	100.1	-8.5
COc1cccc(NC(=O)C2CCCN2C(=O)Nc2ccccc2F)c1 (configuration not stated)
    -8.4	-3.8	-13.7	1.8	-0.3	101.9	87.5	101.5	-4.5
COC(=O)c1ccccc1NC(=O)c1ccc(COc2cccc3ccccc23)o1
    8.6	-11.3	-26.7	13.2	6.4	100.2	84.5	97.5	0.6
Cn1cccc1C(=O)c1ccc(Cl)cc1Cl
    5.2	-12.6	11.0	12.7	3.7	97.2	89.6	105.3	-3.0
COc1ccc2c(c1OC)C(=O)N1N=C(c3ccc(O)cc3)CC21 (configuration not stated)
    12.4	-9.3	-32.9	9.4	-0.2	.	.	.	-4.7

Arranged by count of non-hydrogen atoms (low to high): some entries from above
Results follow in this order: PostGolgi ctrl	sEH act	S1P2 antag	sEH inh	LYP act	Lung fibro prol	H69AR inhibit	HUVEC inhibit	S1P2 ag
Cn1cccc1C(=O)c1ccc(Cl)cc1Cl
    5.2	-12.6	11.0	12.7	3.7	97.2	89.6	105.3	-3.0
CCOC(=O)c1cc2n(c1/N=C/N(C)C)-c1ccccc1C2=O
    22.4	-9.9	-24.3	7.3	2.4	99.8	79.8	99.9	-4.1
COC(=O)c1ccc(NC(=O)CCN2CCN(CCC(=O)Nc3ccc(C(=O)OC)cc3)CC2)cc1
    .	3.6	-5.8	1.4	6.9	98.0	73.8	66.6	-5.0

Further entries follow:
Results follow in this order: PostGolgi ctrl	sEH act	S1P2 antag	sEH inh	LYP act	Lung fibro prol	H69AR inhibit	HUVEC inhibit	S1P2 ag
CCOC(=O)C1CCN(S(=O)(=O)c2ccc(C(C)=O)cc2)CC1
    .	8.3	-11.4	-3.0	0.8	97.0	101.3	107.1	-2.8
O=C(Nc1ccccc1C(=O)N1CCCC1)c1cccc(S(=O)(=O)N2CCCCC2)c1
    8.9	-15.5	-12.6	17.7	-4.2	.	.	.	-4.2
O=C(O)CNC(=O)CC12CC3CC(CC(C3)C1)C2
    2.2	8.2	13.4	-4.4	-3.6	97.6	105.2	107.0	-3.3
Cc1ccc(S(=O)(=O)NCC(=O)N2CCCCC2)cc1
    0.3	7.9	8.3	-8.7	-1.3	94.4	91.4	91.7	-4.6
CCc1ccc(C(=O)CN(C#N)c2nc(C)cc(C)n2)cc1
    7.0	2.0	-0.2	-3.6	6.3	91.6	60.2	55.4	-5.1
Cc1ccn2c(NCc3ccc4c(c3)OCO4)c(-c3ccc(O)cc3)nc2c1
    36.2*	-6.9	-17.4	7.7	10.5	.	.	.	0.9
CC(=O)c1c(OC(=O)c2ccco2)c2ccccc2n1C
    0.8	.	12.1	.	-9.0	97.1	59.9	97.7	-3.3
Cc1cccc(C)c1OCC(=O)NCc1nnc(SCC(=O)NC2CCCCC2)n1C
    -1.8	-2.3	-15.7	7.5	4.2	103.8	98.8	104.5	-1.6
Cc1nc(SCC(=O)c2ccc(F)cc2)n[nH]1
    -2.0	.	.	.	.	105.4	93.3	103.8	.
COc1ccc(N=C2S/C(=C\c3cccs3)C(=O)N2CC(C)C)cc1
    -0.6	-9.4	-6.2	11.0	-2.0	.	.	.	-5.1
COc1ccc(S(=O)(=O)N(CC(=O)O)c2ccccc2)cc1
    9.5	-0.7	20.7	0.4	9.3	.	.	.	-9.3
CCCOc1cccc(C2/C(=C(/O)c3ccc(OC)cc3)C(=O)C(=O)N2CCN(C)C)c1 (configuration not stated)
    -0.7	5.7	-2.7	-3.9	1.1	105.1	101.4	94.9	-4.2
CCCS(=O)(=O)N1CCN(C(=O)c2cccs2)CC1
    8.6	3.6	17.4	-4.1	3.3	104.7	96.2	103.1	-3.6
O=C(CCCc1nc(-c2ccccc2Cl)no1)NC1CCCCC1
    0.1	-51.0	-7.3	52.1	15.2	95.9	78.7	98.5	-0.5
O=C(Cn1nnc(-c2cccc(C(F)(F)F)c2)n1)N1CCOCC1
    5.6	.	.	.	.	97.7	95.2	95.5	.
CCN(C(=O)CSc1ncn[nH]1)C1CCCCC1
    -2.9	1.6	-4.3	-1.7	-8.9	107.5	79.9	98.0	-4.4
CCCCn1nc(C(=O)O)ccc1=O
    -2.7	-9.9	-2.3	8.7	-9.8	91.0	101.3	90.5	-4.8
CCc1nnc2sc(-c3ccc(NC(=O)c4ccc5c(c4)OCCO5)cc3)nn12
    -2.1	3.6	-3.4	-3.4	-17.1	105.7	92.2	86.0	-0.5
Cc1nn(C)c(C)c1NC(=O)c1ccnn1C
    18.6	-5.7	23.5	5.6	-8.9	100.9	99.3	103.0	-2.2

Screening results from PubChem BioAssay.
